K1F lysis inhibition: protection from phage-mediated lysis, alamar blue read-out – E. coli UTI89, K1F phage, bacterial capsule biogenesis inhibitors (AID 488966) | E. coli UTI89 K1F phage lysis, alamar blue, 2 h; higher % means a stronger effect | inhibition, % at 100 µM; hits with a dose series show IC50 in µM | 0.02% of 340,000 active;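 active means phage lysis inhibition, versus mean bacterial control, above a set limit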;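 further: capsule biogenesis inhibitors block K1F phage lysis so surviving cells raise fluorescence; higher fluorescence means more inhibition of phage lysis; actives were called in the ten point dose series up to 300 µM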
Siah-1 displacement: blockers of Siah-1 interaction with plectin peptide – biochemical, fluorescence polarization, rhodamine-plectin, uHTS, primary screen (AID 1817) | Siah-1 / rhodamine-plectin peptide fluorescence polarization; higher % means a stronger effect | displacement, % at 20 µM; hits with a dose series show IC50 in µM | 0.02% of 290,000 active;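 active means displacement of at least 50% at 20 µM, with a fluorescence ratio check between 0.3 and a set limit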;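 further: plate controls were Siah plus tracer with DMSO for no effect and tracer alone without Siah for full effect; strong numbers were not always called active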
The depositor's hits bear a star; [ ] = dose if it differs, or a comment. Only part of the results is shown; rates above refer to the full screens.

The opening 7 entries (preview)
Below each compound: K1F lysis inhibition	Siah-1 displacement
1. COc1cccc(C(=O)NC(C)CCc2ccccc2)c1 (stereo not given)
  -0.6%	13%
2. CCc1ccc(C(CC(=O)O)N2Cc3ccccc3C2=O)cc1 (stereo not given)
  0.3%	1%
3. CCc1ccc(NC(=O)CNCc2ccc(OC)c(OC)c2)cc1
  0.1%	5%
4. CNC(=O)c1[nH]nc2c1CCc1ccccc1-2
  0.1%	-3%
5. O=C1CSC(=S)N1/N=C/c1ccc(C(F)(F)F)cc1
  -0.1%	10%
6. CCCCn1c(=O)[nH]c2c(oc3ccccc32)c1=O
  0.1%	-1%
7. O=C(Nc1ccc(S(=O)(=O)Nc2ncccn2)cc1)c1ccccc1Br
  0.3%	2%

The listing, repeating the preview:
Below each compound: K1F lysis inhibition	Siah-1 displacement
1. COc1cccc(C(=O)NC(C)CCc2ccccc2)c1 (stereo not given)
  -0.6%	13%
2. CCc1ccc(C(CC(=O)O)N2Cc3ccccc3C2=O)cc1 (stereo not given)
  0.3%	1%
3. CCc1ccc(NC(=O)CNCc2ccc(OC)c(OC)c2)cc1
  0.1%	5%
4. CNC(=O)c1[nH]nc2c1CCc1ccccc1-2
  0.1%	-3%
5. O=C1CSC(=S)N1/N=C/c1ccc(C(F)(F)F)cc1
  -0.1%	10%
6. CCCCn1c(=O)[nH]c2c(oc3ccccc32)c1=O
  0.1%	-1%
7. O=C(Nc1ccc(S(=O)(=O)Nc2ncccn2)cc1)c1ccccc1Br
  0.3%	2%
8. COCCCNC(=O)Cn1c(=O)n(Cc2ccc(F)cc2)c(=O)c2sccc21
  0.5%	1%
9. COc1ccc(/C=C2\Oc3cc(OCC(=O)N4CCC[C@H]4CO)ccc3C2=O)c(OC)c1
  2.1%	0%
10. O=C(Nc1cccc(Cl)c1)N1CCOCC1
  -1.3%	1%
11. O=C(c1ccccc1)N1N=C(c2ccc(F)cc2)CC1(O)C(F)(F)F (stereo not given)
  0.3%	2%
12. Oc1[nH]c2ccccc2c1N=Nc1c(F)c(F)c(Cl)c(F)c1F
  0.2%	4%
13. CC(=O)Nc1ccc(N2CCN(Cc3ccccc3)CC2)cc1
  0.0%	4%
14. Cc1ccc(NC(=O)CN(C)CCOc2ccccc2)c([N+](=O)[O-])c1
  0.2%	1%
15. O=C(Nc1nccs1)c1cccnc1Cl
  0.2%	1%
16. CCC(Oc1ccc(C)cc1)C(=O)Nc1ccc2c(c1)n(C)c(=O)n2C (stereo not given)
  0.0%	8%
17. Cc1cccc(C(=O)OCC(=O)NCCCc2ccccc2)c1O
  1.1%	1%
18. COC(=O)c1ccccc1SCc1csc(C)n1
  0.0%	4%
19. CCN1CCN(C(=O)c2cc3cc(F)ccc3[nH]2)CC1
  0.3%	6%
20. COc1ccc(CCNCC(=O)Nc2c(C)cc(C)cc2C)cc1OC
  0.0%	6%
21. COc1cc(/C=C2\C(=N)N3N=C(S(C)(=O)=O)SC3=NC2=O)cc(OC)c1OCCOc1ccc(C)cc1
  0.3%	-1%
22. Cc1coc2cc3oc(=O)c(CCC(=O)NCCCn4ccnc4)c(C)c3cc12
  3.9%	-8%
23. CCC(C)NC(=O)COCc1cc(-c2ccc3c(c2)OCO3)on1 (stereo not given)
  0.3%	3%
24. Cc1cc(C)n(CC(O)COc2ccc(Cl)cc2Cl)n1 (stereo not given)
  -1.4%	2%
25. O=C(O)COCC(=O)N1CCCN(c2nccc(C(F)(F)F)n2)CC1
  -0.2%	-1%
26. COc1ccc(C2NC(=O)c3ccccc3O2)cc1 (stereo not given)
  0.1%	4%
27. Cn1c(=S)[nH]c2sc3c(c2c1=O)CCC(C(C)(C)C)C3 (stereo not given)
  0.1%	1%
28. O=C(c1ccc(Sc2ccccc2)c([N+](=O)[O-])c1)N1CCOCC1
  0.0%	1%
29. CCC(C)[C@H](NC(=O)OC(C)(C)C)C(=O)NCC1CCC(C(=O)N[C@@H](Cc2ccccc2)C(=O)O)CC1 (stereo not given in full)
  0.6%	1%
30. CCCCc1cc(=O)oc2cc(C)cc(OCC(=O)N3CCC(C(=O)O)CC3)c12
  6.3%	4%
31. COc1ccc(OCC(O)CN2C(=O)c3ccccc3C2=O)cc1 (stereo not given)
  0.1%	2%
32. O=C(c1ccccc1)N1N=C(c2ccccc2)CC1c1ccccc1 (stereo not given)
  0.2%	0%
33. O=C(Nc1ccc(F)cc1)c1cc2cc(Cl)ccc2[nH]1
  0.4%	-13%
34. COc1ccc(-n2c(CN3CCN(c4ccc(F)cc4)CC3)nc3ccc([N+](=O)[O-])cc3c2=O)c(OC)c1
  0.2%	4%
35. S=C(c1ccc(Br)cc1)N1CCCC1
  0.2%	3%
36. CCCCc1cc(=O)oc2cc(C)cc(OCC(=O)NC(Cc3ccc(Cl)cc3)C(=O)O)c12 (stereo not given)
  0.3%	8%
37. CC(OC(=O)c1cnc2ccccc2n1)c1ccccc1Cl (stereo not given)
  0.9%	0%
38. c1ccc(-c2onc(-c3ccco3)c2-c2ccc3[nH]ccc3c2)cc1
  -1.5%	12%
39. CC(=O)C1=C(C)Nc2ncnn2C1c1ccccc1F (stereo not given)
  0.1%	-2%
40. O=C1CNC(=S)N1C(CO)c1ccccc1 (stereo not given)
  5.3%	-7%
41. COC(=O)Nc1ccc(S(=O)(=O)NNC(=O)c2c(O)c3ccccc3[nH]c2=O)cc1
  0.1%	13%
42. Cc1cccc2cc(CN(Cc3ccco3)C(=O)c3ccco3)c(=O)[nH]c12
  -0.3%	4%
43. Cc1c(C)c2ccc(OCC(=O)N3CCC[C@@H]3C(=O)O)c(C)c2oc1=O
  -0.6%	0%
44. COc1cc2ncnc(NCc3cccc(F)c3F)c2cc1OC
  -0.4%	-3%
45. Fc1ccccc1NC(=S)N1CCOCC1
  -0.1%	-3%
46. COC(=O)c1ccc(N2CCN(C(=O)C3CC3)CC2)c([N+](=O)[O-])c1
  0.2%	4%
47. COc1ccc(CNc2ncc(-c3ccc(Br)cc3)n2C)cc1OC
  0.3%	0%
48. COCCCNc1nc2c(c(=O)n(Cc3ccc(OC)cc3)c(=O)n2C)n1C
  0.1%	1%
49. O=C(CC(=O)Nc1cc(Cl)ccc1Cl)Nc1cc(Cl)ccc1Cl
  -0.2%	16%
50. COc1ccc(NC(=O)C(C)N(C)Cc2ccc3ccccc3c2)cc1 (stereo not given)
  0.4%	4%
51. COc1cccc(C(=O)N2CCN(Cc3ccccn3)CC2)c1
  0.4%	7%
52. O=C1CSC(c2ccc([N+](=O)[O-])cc2)N1c1ccccc1 (stereo not given)
  0.1%	3%
53. CC(=O)c1ccc(-n2cc(C#N)c(=O)[nH]c2=O)cc1
  0.2%	3%
54. CN(c1ccc(C(=O)Nc2ccc3c(c2)n(C)c(=O)n3C)cc1)S(C)(=O)=O
  0.1%	-4%
55. CCOC(=O)c1[nH]c2ccc(C(=O)OC)cc2c1C(=O)OCC
  0.1%	-6%
56. CCOC(=O)c1cnc2c(C)c(C)ccc2c1NCCN1CCOCC1
  0.1%	-5%
57. COC(=O)c1cc(/C=C/c2ccccc2)[nH]n1
  0.5%	15%
58. COc1ccccc1CNC(=O)[C@H](NC(=O)C1CCN(C(=O)[C@@H](N)CCSC)CC1)C(C)C
  0.1%	-10%
59. Cc1ccc(C(=O)N2N=C(c3ccc(NS(C)(=O)=O)cc3)CC2c2cccs2)cc1 (stereo not given)
  0.1%	6%
60. CCOCCSc1n[nH]c(=O)n1CCc1ccccc1
  0.2%	-2%

More entries
Below each compound: K1F lysis inhibition	Siah-1 displacement
61. Cc1cccc(-c2oc3ccc(-c4ccc5c(c4)OCO5)cc3c2/C=C/c2ccc(N)cc2)c1
  3.7%	5%
62. Cc1nc(NN)nc(NCc2ccccc2)n1
  -1.7%	12%
63. CC1(C)CCC(=O)N2CC[C@H]3C[C@H](OC(=O)Nc4ccccc4)C[C@@H]1[C@H]32
  0.0%	3%
64. CN(C)CCCn1c(=S)[nH]c2sc3c(c2c1=O)CCCC3
  0.0%	-2%
65. O=c1c2ccc(Cl)cc2nc2n1CC/C2=C\c1cccc(O)c1
  0.0%	2%
66. O=C(O)C1CCC(CNS(=O)(=O)c2ccccc2)CC1 (stereo not given)
  0.0%	1%
67. CN(c1ccc(OCC(=O)O)cc1)S(=O)(=O)c1ccc2ccccc2c1
  0.0%	1%
68. CC/C(=C/c1ccccc1)c1cccc2[nH]c3c(OC)cccc3c12
  2.7%	12%
69. CCn1ccnc1C(O)c1cccc2ccccc12 (stereo not given)
  1.7%	1%
70. Cc1ccc2c(CN3CCCCC3)cc(=O)oc2c1C
  -0.1%	1%
71. COc1cc2c(cc1OC)C(c1ccccc1C(F)(F)F)CC(=O)N2 (stereo not given)
  0.3%	-4%
72. Cc1c(OC(C)C(=O)O)ccc2c(-c3ccccc3)cc(=O)oc12 (stereo not given)
  0.0%	2%
73. CCN(C(=O)CSc1nc2cc(C(=O)O)ccc2c(=O)n1Cc1ccccc1)c1ccccc1
  -0.1%	0%
74. COc1ccc(C(=O)/C=C2\NCCc3cc(OC)c(OC)cc32)cc1OC
  -0.1%	1%
75. Cc1cc(Cl)ccc1OC(C)C(=O)NN=C1CCCCCC1 (stereo not given)
  0.1%	0%
76. COc1cccc(Oc2ncnc(N)c2[N+](=O)[O-])c1
  0.1%	-3%
77. COc1cc(OC)c2cc(C(=O)N[C@H](C(=O)N3CCC[C@H]3C(=O)O)C(C)C)n(C)c2c1
  7.6%	3%
78. CC(C)C[C@H](NC(=O)N1CCn2c1nc1ccccc12)C(=O)N[C@@H](C(=O)O)c1ccccc1
  -0.1%	1%
79. CC(NC(=O)[C@H](NC(=O)[C@@H]1Cc2ccccc2CN1)c1ccccc1)c1ccccc1 (stereo not given in full)
  5.7%	-3%
80. O=C(O)CCN1C(=O)/C(=C2\C(=O)N(Cc3ccccc3Cl)c3ccccc32)SC1=S
  -0.8%[50 µM]	11%
81. O=C(Cc1nn[nH]n1)Nc1cc(Cl)cc(Cl)c1
  0.8%	4%
82. CCCCCc1nnc(NC(=O)NS(=O)(=O)c2ccc(C)cc2)s1
  0.0%	7%
83. Cc1c(CCC(=O)NC2CC2)c(=O)oc2c(C)c(O)ccc12
  -1.3%	-4%
84. CC(C)Oc1ccc(C(CCN)C2CCCCC2)cc1 (stereo not given)
  0.9%	3%
85. Cc1cccc(C)c1OCC1CNC(=O)O1 (stereo not given)
  4.6%	12%
86. CC(=O)Nc1cc2nc(C)n(Cc3ccccc3)c2nc1C
  -0.1%	2%
87. Cc1ccc(Sc2ccc(C(=O)N3CCOCC3)cc2[N+](=O)[O-])cc1
  0.1%	2%
88. COc1ccc(Cl)cc1NCCC(O)c1ccc(F)cc1 (stereo not given)
  0.1%	0%
89. CCN1CCN(C(=O)c2cc3c(=O)n4ccccc4nc3s2)CC1
  0.1%	3%
90. CN1CCN(C(=O)/C(=C/c2cccc([N+](=O)[O-])c2)NC(=O)c2ccccc2)CC1
  0.1%	0%

Whole records, looked up by structure. Values in the order: K1F lysis inhibition	Siah-1 displacement
Record of `Cc1ccc2c(CN3CCCCC3)cc(=O)oc2c1C` : -0.1%	1%
Record of `CCN(C(=O)CSc1nc2cc(C(=O)O)ccc2c(=O)n1Cc1ccccc1)c1ccccc1` : -0.1%	0%
Record of `CC1(C)CCC(=O)N2CC[C@H]3C[C@H](OC(=O)Nc4ccccc4)C[C@@H]1[C@H]32` : 0.0%	3%

(list continues)
Below each compound: K1F lysis inhibition	Siah-1 displacement
91. CC(=O)Oc1cccc(NC(=O)c2ccc3c(c2)C(=O)N(CC(C)C)C3=O)c1
  -0.1%	-4%
92. O=C(NCc1ccccc1F)C1CCCN(S(=O)(=O)c2ccc(-n3cnnn3)cc2)C1 (stereo not given)
  0.3%	3%
93. CCN(CC(=O)N1CCCC1)S(=O)(=O)c1ccccc1
  0.7%	-1%
94. Cc1ccc2c(CN3CCOCC3)cc(=O)oc2c1C
  -0.2%	-4%
95. CC(=O)c1cn(CCOc2ccccc2C)c2ccccc12
  -0.1%	0%
96. CC1CCCN(C2(O)C(=O)Nc3ccc(Br)cc32)C1 (stereo not given)
  0.5%	0%
97. COc1ccc(N2CCN(C(=O)c3cc(=O)c4ccc(C)cc4o3)CC2)cc1
  -0.1%	-4%
98. NS(=O)(=O)c1ccc(CNC(=O)c2cc(=O)c3ccccc3o2)cc1
  0.0%	0%
99. Cc1c(C)c2c(OCC(=O)NCc3ccncc3)cc3c(c2oc1=O)CCC(C)(C)O3
  4.0%	13%
100. CCN(CC)S(=O)(=O)c1ccc(NC(=S)Nc2ccccc2)cc1
  0.1%	1%
101. Fc1ccc(CNc2ncnc3cc(Cl)ccc23)cc1
  -0.2%	-1%
102. Cc1cc2oc(=O)cc(CN3CCCCC3C)c2cc1C(C)C (stereo not given)
  0.5%	4%
103. Cc1nn2cnnc2c(C)c1Cc1c(F)cccc1Cl
  0.2%	5%
104. Cc1ccnc(SCc2ccc(C(=O)O)cc2)n1
  0.0%	3%
105. [O-][n+]1c2ccccc2[n+]([O-])c2cc(O)ccc21
  -0.3%	60%
106. CCCC(C)NC(=O)C1c2ccccc2Oc2ccccc21 (stereo not given)
  0.0%	0%
107. CCN1C(=NCc2ccc(OC)cc2)N[C@@H](CCc2ccccc2)[C@H](C(=O)NCc2ccc(OC)cc2)[C@H]1C
  0.3%	-6%
108. CCCCNC(=O)[C@H]1N2C(=O)c3c(ccc(OC)c3OC)C2SC1(C)C (stereo not given in full)
  0.1%	1%
109. COc1ccc(-n2c(CN3CCN(c4ccccc4)CC3)nc3ccc([N+](=O)[O-])cc3c2=O)c(OC)c1
  0.0%	2%
110. COc1ccc(NCc2ccc(OC)c(Cn3ccnc3)c2)c(OC)c1
  -0.1%	1%
111. CCOC(=O)C1=C(C)NC(=O)NC1/C=C\c1ccccc1 (stereo not given)
  0.6%	1%

Screens: PubChem BioAssay, several laboratories
